# Bioassay records as filed in PubChem BioAssay.
# Redox H2O2 prof – compounds producing H2O2 with reducing agent – biochemical, NIH compound library profiling, artefact control for MLSCN library redox annotation, primary screen; DTT-dependent redox cycling H2O2, phenol red/HRP absorbance; 100% = 100 µM peroxide control, 0% = buffer; activation, % at 10 µM; 200,000 compounds, 0.03% hits; AID 878, 2007;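 active = activation of at least 50% relative to the plate's high and low controls in the primary single-dose screen; inactive = activation below 50%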;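 also: compound incubated with DTT at 0.8 mM final as the reducing agent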
# RAM network inh – inhibitors of the yeast RAM network, primary screen, dse1pr::URA3 reporter, 5-FOA selection; AID 868, 2007; S. cerevisiae dse1pr::URA3 reporter, 5-FOA growth OD615, 2 d; analog-sensitive cbk1-as2 kinase mutant strain; 190,000 compounds, 1.8% hits; inhibition, % at 50 µM;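 active = inhibition above a set limit, 3 SD over mean compound inhibition, cut at about 8.4% in these data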;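 also: 0% = DMSO-only wells with no growth and 100% = 10 µM 1-NA-PP1 full growth; inhibition rescues growth on 5-FOA so higher OD means more RAM inhibition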
# ROMK mod – ROMK potassium channel modulators, primary screen, cell-based, thallium flux, MLSMR library. 130,000 compounds, 2% hits. Tet-inducible ROMK, thallium flux fluorescence; actives lie on both sides. AID 1918, 2009. ATP-sensitive inward rectifier potassium channel 1 (Homo sapiens), P48048. B-score at 10 µM;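 active = signal ratio slope over the read window, or its plate-corrected B-score, at least 3 SD from the plate mean, either direction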;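 also: B-score of the F/F0 ratio slope over 7 to 12 s after thallium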
# Target sequence (P48048 whole entry, looked up): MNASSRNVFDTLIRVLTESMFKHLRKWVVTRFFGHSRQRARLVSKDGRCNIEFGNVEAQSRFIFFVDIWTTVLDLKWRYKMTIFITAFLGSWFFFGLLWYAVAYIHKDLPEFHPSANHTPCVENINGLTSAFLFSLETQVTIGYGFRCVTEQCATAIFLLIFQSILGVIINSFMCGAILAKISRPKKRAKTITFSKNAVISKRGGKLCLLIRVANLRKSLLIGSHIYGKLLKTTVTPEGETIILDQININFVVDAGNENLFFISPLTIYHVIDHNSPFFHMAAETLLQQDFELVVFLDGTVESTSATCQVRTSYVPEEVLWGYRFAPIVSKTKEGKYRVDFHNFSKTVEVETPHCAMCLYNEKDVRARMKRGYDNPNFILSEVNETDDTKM
# SRC2 TRFRET art – TR-FRET signal artefacts, primary screen, artefact control for PPARgamma SRC-2 agonist project, biochemical. TR-FRET ratio at 8 µM. 200,000 compounds, 0.4% hits. TR-FRET artefact counter-screen; stronger effect = higher value. AID 1049, 2008; in the data active = TR-FRET ratio above about 2000; also: inactives centre near 1500
# PPARg SRC2 recr – agonists of PPARg-SRC-2 recruitment, primary screen, biochemical, HTS | activation, % at 8 µM | PPARgamma LBD-SRC-2 recruitment | 200,000 compounds, 0.34% hits; in the data active = activation above about 22%;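 also: 0% = vehicle and 100% = reference agonist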
# Target sequence (P37231 whole entry, looked up, the tested form may be a part): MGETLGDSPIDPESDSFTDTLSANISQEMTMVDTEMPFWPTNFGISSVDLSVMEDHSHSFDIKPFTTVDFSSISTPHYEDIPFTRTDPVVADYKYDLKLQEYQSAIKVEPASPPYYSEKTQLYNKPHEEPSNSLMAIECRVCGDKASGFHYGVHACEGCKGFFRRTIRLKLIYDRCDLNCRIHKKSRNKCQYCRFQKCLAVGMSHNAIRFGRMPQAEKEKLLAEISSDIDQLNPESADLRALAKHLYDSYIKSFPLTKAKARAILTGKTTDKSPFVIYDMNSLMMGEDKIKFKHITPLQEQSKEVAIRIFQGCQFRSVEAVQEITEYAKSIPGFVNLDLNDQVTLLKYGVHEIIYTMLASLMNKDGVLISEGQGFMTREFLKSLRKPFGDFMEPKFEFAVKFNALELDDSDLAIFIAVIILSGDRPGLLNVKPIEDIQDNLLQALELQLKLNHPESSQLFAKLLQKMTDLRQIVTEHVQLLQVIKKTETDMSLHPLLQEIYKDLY
# bIAP inh – bovine intestinal alkaline phosphatase inhibitors, primary screen, selectivity assay for TNAP inhibitor project, biochemical, bovine IAP, CDP-star luminescence; alkaline phosphatase, intestinal [Bos taurus]; purified bovine IAP, 30 min; inhibition, % at 20 µM; 190,000 tested, under 10 active;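 active = over 50% inhibition of intestinal alkaline phosphatase at 20 µM in the single-dose screen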
#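 System: Purified bovine intestinal alkaline phosphatase (IAP) enzyme | Input: IAP diluted 1/65,000,000 in the well | Also added: CDP-star chemiluminescent phosphatase substrate, 30 µM final | Dosing: 20 µM single dose | Times: Enzyme reaction for 30 min at room temperature | Detection: Luminescence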
# PPARg SRC3 recr – PPARgamma agonists recruiting SRC-3 coactivator, primary screen, biochemical | biochemical PPARgamma/SRC-3 coactivator recruitment assay | activation, % at 8 µM | 200,000 compounds, 0.26% hits | AID 731, 2007; in the data active = activation above about 23%;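 also: 0% = DMSO and 100% = reference agonist; some compounds past the cut are filed as inactive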
# L major viab – Leishmania major promastigote growth inhibition, primary screen; AID 1063, 2008; inhibition, % at 10 µM; Leishmania major promastigotes, resazurin fluorescence viability; 200,000 compounds, 9% hits; in the data active = inhibition above about 50%;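 also: promastigotes grown with compound for 44 hours at 28 °C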
# S1P3 antagonist – S1P3 receptor antagonists, primary screen, cell-based; inhibition, % at 4.98 µM; 170,000 compounds, 0.27% hits; CHO S1P3 NFAT-BLA reporter, FRET fluorescence, antagonist mode;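 active = inhibition above the plate cutoff, the mean inhibition of test wells on that plate plus 3 SD, cut at about 28% in these data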;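 also: cells challenged with S1P at its EC80 of 0.8 µM; blue over green emission ratio from cleaved BLA substrate after 4 h stimulation; 0% = S1P-stimulated wells and 100% = unstimulated DMSO-only wells; some compounds past the cut are filed as inactive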
# PPARg SRC1 recr – PPARgamma agonists recruiting SRC-1 coactivator, primary screen, biochemical. Peroxisome proliferator-activated receptor gamma (Homo sapiens), P37231. PPARgamma-SRC-1 coactivator recruitment biochemical assay. activation, % at 8 µM. 200,000 compounds, 0.41% hits. AID 631, 2007; in the data active = activation above about 19%;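 also: 0% = DMSO and 100% = reference agonist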
# Efa HMGR inh – inhibitors of E. faecalis class II HMGR, primary screen, biochemical, Enterococcus faecalis; HMG-CoA reductase (Enterococcus faecalis, mvaE); purified E. faecalis HMGR, NADPH absorbance 340 nm kinetic; inhibition, % at 10 µM; 190,000 compounds, 0.41% hits; AID 1066, 2008;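 active = inhibition above a set limit, the median over all tested compounds plus 3 SD, cut at about 9.5% in these data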;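 also: enzyme runs in reverse so mevalonate oxidation gives rising NADPH absorbance; 0% = complete reaction with DMSO and 100% = background rate lacking mevalonate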
# Numbers without * were called inactive; . = no result given.
SMILES,Redox H2O2 prof,RAM network inh,ROMK mod,SRC2 TRFRET art,PPARg SRC2 recr,bIAP inh,PPARg SRC3 recr,L major viab,S1P3 antagonist,PPARg SRC1 recr,Efa HMGR inh
Cn1c(Cl)cnc1C1CC(=O)c2cc(Cl)ccc2O1 (stereo not drawn),-0.6,0.8,-0.93,1501,2,16,11,100*,.,-1,-2
CC1=NN(C(=O)c2ccc(Cn3cc([N+](=O)[O-])cn3)cc2)C(O)(C(F)(F)F)C1 (stereo not drawn),0.3,0.7,.,1546,4,7,5,-3,-6,3,-4
O=C1OC(/C=C/c2ccccc2)=NC/1=C/c1ccco1,-0.2,7.0,1,1734,9,4,-1,-5,-4,0,0
COc1ccc(/C=C/C(=O)OCC(=O)NCc2ccco2)cc1OC,0.2,1.8,.,1556,-3,-18,-6,-7,4,-4,-8
CC1CCCCC1NC(=O)COC(=O)COc1ccccc1Cl (stereo not drawn),0.0,5.1,0.42,1587,4,-8,5,-5,-5,-3,0
Cc1nonc1NC(=O)c1ccccc1Br,-0.7,-0.4,.,1521,4,-12,0,2,-11,5,1
COc1cccc(CN2CCN(Cc3nc(-c4cccs4)oc3C)CC2CCO)c1 (stereo not drawn),-1.0,2.0,-1.5,1428,0,4,3,6,2,4,1
Cc1ccc(OCC(=O)Nc2sc3c(c2C#N)CCC3)cc1C,-6.2,6.4,.,1566,2,13,-3,-6,.,0,-1
C#CCONC(=O)c1cc(OCC(F)(F)F)ccc1OCC(F)(F)F,-8.4,2.1,.,1545,2,1,-4,-5,.,-1,-11
COc1cc2c(cc1NC(=O)CSc1nc3ccccc3[nH]1)oc1ccccc12,-8.7,2.1,.,1553,4,7,16,35,.,7,3
Cc1nc2ccc(NC(=O)c3ccc4ccccc4n3)cc2s1,-0.4,4.9,0.52,1408,4,-10,-5,5,-4,-8,-2
N#CCCn1nnc2ccccc21,1.9,2.7,-0.036,1484,4,-11,2,-6,-13,2,2
O=C(N/C(=C/c1cccc(Br)c1)c1nc(=S)[nH][nH]1)c1ccccc1,0.5,0.6,-0.22,1519,-7,0,-2,40,-32,-1,-2
CC(C)CC(=O)NC(=S)Nc1cccc(NC(=O)c2ccccc2)c1,-0.5,1.7,.,1690,11,14,-1,100*,13,10,-6
Cc1ccc(OCC(=O)NNC(=O)c2cc(C)[nH]n2)cc1,0.1,-0.5,0.7,1551,-8,-2,2,49,0,1,0
CCOC(=O)c1[nH]c2ccccc2c1NC(=O)CCN1CC(C)OC(C)C1 (stereo not drawn),-4.8,1.2,.,1637,13,4,7,-3,.,10,0
O=C(c1ccco1)N1CCN(S(=O)(=O)Cc2ccc(Cl)cc2)CC1,0.9,0.6,0.032,1557,3,2,-10,-3,10,-4,1
COc1cc2c(cc1OC)CN(C(=S)Nc1ccc(C)cc1C)CC2,0.3,1.2,0.25,1379,-1,-1,3,2,-4,-5,0
COc1cc(/C=C/C(=O)O)ccc1OS(=O)(=O)c1cc(C)ccc1C,-0.3,5.0,0.84,1570,0,4,5,-2,-10,-4,-9
CCOC(=O)C1CCCN(C(=O)Cc2ccc(C)cc2)C1 (stereo not drawn),-0.3,-0.2,-0.64,1649,-6,8,5,-4,.,3,2
CC(C)Cn1c(Cc2ccccc2)n[nH]c1=S,0.9,0.9,.,1396,-4,4,14,-5,.,8,3
CC(C)(C)c1ccc(Cn2nc(CC(=O)O)c3ccccc3c2=O)cc1,-0.2,1.3,0.61,1666,1,-12,2,2,-17,0,-3
O=C(Cc1ccc(Br)cc1)OCC(=O)N1CCc2ccccc2C1,0.2,0.3,.,1622,-3,2,2,-9,-14,-4,-1
O=C(Nc1nccs1)c1ccc(NC(=O)c2ccco2)cc1,0.1,1.3,-1.1,1452,1,0,1,9,.,0,-3
C=CCOc1ccc2c(OC)c3ccoc3nc2c1OC,0.9,-0.8,-0.94,1650,12,-52,-8,8,.,3,-3
COc1ccccc1-c1nc(C(F)(F)F)c(OC)o1,1.3,-1.1,.,1274,-3,1,-4,-3,-11,-4,-5
CC(=O)/C(=N/Nc1ccccc1)N1CCOCC1,2.2,0.9,.,1551,7,12,-1,-1,.,-1,-7
CC(=O)NC1C(=O)N=C(SCc2ccccc2)NC1=O (stereo not drawn),0.0,1.1,2.2,1306,-3,13,-7,-2,.,0,-2
Cc1ccc(C(=O)NC2(C(F)(F)F)N=C3SCCN3C2=O)cc1 (stereo not drawn),0.0,2.1,0.47,1464,-4,5,-6,1,.,-6,-2
O=C(COC(=O)CC1CC2CCC1C2)NC(=O)NCc1ccco1 (stereo not drawn),0.1,0.0,0.045,1459,1,-2,-1,-4,.,1,-1
O=c1cc(O)c2ccccc2n1Cc1ccccc1F,-0.8,-0.4,0.11,1701,9,8,4,-9,-10,3,-5
O=C(O)c1ccccc1C(=O)c1ccc2c(c1)N(Cc1cccc(F)c1)C(=O)CO2,-0.3,1.4,-0.77,1678,5,4,4,38,5,5,-2
CCCn1c(-c2ccncc2)n[nH]c1=S,-0.1,0.5,.,1415,1,17,-4,-8,-7,-6,5
COc1ccc(Cc2nnc(NC(=O)c3cccc([N+](=O)[O-])c3C)s2)cc1,3.7,3.5,0.58,1485,3,3,-7,-9,.,-8,-7
CCOc1ccc(NC(=O)C(C)O)c(NS(=O)(=O)c2ccc(CCNC(C)=O)cc2)c1 (stereo not drawn),2.2,1.2,-0.13,1449,1,2,4,-1,10,-1,-9
O=c1cc(CN2CCN(c3ccccc3)CC2)c2c(ccc3ccccc32)o1,-1.3,0.0,.,1676,6,3,14,27,23,-1,3
Cc1ccc(N2C(=O)C(Cl)=C(Nc3c(C)n(C)n(-c4ccccc4)c3=O)C2=O)cc1,-0.6,1.0,-0.25,1568,5,3,7,-2,9,11,-2
Cc1ccc(Oc2nnc(-c3cccs3)c3ccccc23)cc1,-0.1,4.2,0.17,1541,-1,12,3,-5,-2,-2,-2
COc1ccccc1NC(=O)C1=C(C)NC(=O)NC1c1cc(C)cs1 (stereo not drawn),0.0,1.3,1.5,1649,-1,0,1,-1,19,3,3
Cc1ccc(Oc2nc3c(c(=O)n(C)c(=O)n3C)n2C)cc1C,0.2,0.2,1.3,1679,2,-9,4,11,-12,7,0
O=C(NC1C2CC3CC(C2)CC1C3)C1CC1 (stereo not drawn),-0.5,0.1,.,1607,13,-1,-9,-2,-6,3,-6
COc1ccc(CCNC(=O)C(=O)NCC2CCCO2)cc1OC (stereo not drawn),-0.2,1.6,.,1438,7,3,1,-1,.,4,-5
Cc1ccc(C)c(NC(=O)CSc2nc(N)c(NC(=O)c3cccs3)c(=O)[nH]2)c1,0.6,3.1,0.011,1547,9,12,0,-10,-4,-6,9
CCn1c(=O)oc2cc(NC(=O)CCl)ccc21,0.2,2.0,-0.04,1746,1,-7,0,70*,-8,-6,-4
Brc1cc(Br)c2ncnc(N3CCCCC3)c2c1,-0.2,0.8,-0.078,1873,10,9,20,7,.,10,-2
Cc1cc(OCc2nnc(SCC(=O)OC3CCCCC3)o2)ccc1Cl,-0.1,12*,.,1495,-4,25,4,4,4,-2,-1
O=C(NC1CCN(C(=S)NCCc2ccccc2)CC1)C1CCCCC1,-0.1,3.9,-2.1,1582,1,-2,0,-3,3,2,-1
COC(=O)c1ccc(-n2cnc(Cl)n2)c(F)c1,-0.6,0.4,.,1545,9,10,-2,-7,.,2,-1
CSCCOC(=O)C1=C(C)NC(=O)CC1c1ccccc1Cl (stereo not drawn),2.7,-1.5,.,1417,0,8,-12,-3,-8,-1,-3
O=C(c1ccco1)N1N=C(c2cccs2)CC1c1ccc(F)cc1 (stereo not drawn),0.3,0.9,-3,1746,13,13,5,12,.,2,-8
COCCn1c(CN2CCN(c3ccc(F)cc3)CC2)nc2c1c(=O)n(C)c(=O)n2C,-0.9,1.7,.,1335,2,4,2,-10,11,-3,-4
CC1(C)CC(=O)c2c(nn(-c3ccccc3)c2N)C1,0.5,1.3,.,1432,-9,1,3,5,5,3,1

# An excerpt from above in order of length of the SMILES, ascending:
SMILES,Redox H2O2 prof,RAM network inh,ROMK mod,SRC2 TRFRET art,PPARg SRC2 recr,bIAP inh,PPARg SRC3 recr,L major viab,S1P3 antagonist,PPARg SRC1 recr,Efa HMGR inh
O=C(NC1C2CC3CC(C2)CC1C3)C1CC1 (stereo not drawn),-0.5,0.1,.,1607,13,-1,-9,-2,-6,3,-6
CCn1c(=O)oc2cc(NC(=O)CCl)ccc21,0.2,2.0,-0.04,1746,1,-7,0,70*,-8,-6,-4
COC(=O)c1ccc(-n2cnc(Cl)n2)c(F)c1,-0.6,0.4,.,1545,9,10,-2,-7,.,2,-1
CC1(C)CC(=O)c2c(nn(-c3ccccc3)c2N)C1,0.5,1.3,.,1432,-9,1,3,5,5,3,1
COc1ccc(CCNC(=O)C(=O)NCC2CCCO2)cc1OC (stereo not drawn),-0.2,1.6,.,1438,7,3,1,-1,.,4,-5
O=C(NC1CCN(C(=S)NCCc2ccccc2)CC1)C1CCCCC1,-0.1,3.9,-2.1,1582,1,-2,0,-3,3,2,-1
COCCn1c(CN2CCN(c3ccc(F)cc3)CC2)nc2c1c(=O)n(C)c(=O)n2C,-0.9,1.7,.,1335,2,4,2,-10,11,-3,-4
Cc1ccc(C)c(NC(=O)CSc2nc(N)c(NC(=O)c3cccs3)c(=O)[nH]2)c1,0.6,3.1,0.011,1547,9,12,0,-10,-4,-6,9
